Screens as filed in PubChem.
STEP block: STEP (human) phosphatase inhibition. inhibition, % at 20 µM. 360,000 tested, 0.25% active. P54829. recombinant STEP, OMFP fluorogenic substrate, fluorescence;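 active = inhibition at 20 µM, scaled per plate between control wells, above about 37%, limit read from the data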;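 also: 0% = DMSO with enzyme and substrate and 100% = substrate only without enzyme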
Target sequence (P54829 whole entry, looked up): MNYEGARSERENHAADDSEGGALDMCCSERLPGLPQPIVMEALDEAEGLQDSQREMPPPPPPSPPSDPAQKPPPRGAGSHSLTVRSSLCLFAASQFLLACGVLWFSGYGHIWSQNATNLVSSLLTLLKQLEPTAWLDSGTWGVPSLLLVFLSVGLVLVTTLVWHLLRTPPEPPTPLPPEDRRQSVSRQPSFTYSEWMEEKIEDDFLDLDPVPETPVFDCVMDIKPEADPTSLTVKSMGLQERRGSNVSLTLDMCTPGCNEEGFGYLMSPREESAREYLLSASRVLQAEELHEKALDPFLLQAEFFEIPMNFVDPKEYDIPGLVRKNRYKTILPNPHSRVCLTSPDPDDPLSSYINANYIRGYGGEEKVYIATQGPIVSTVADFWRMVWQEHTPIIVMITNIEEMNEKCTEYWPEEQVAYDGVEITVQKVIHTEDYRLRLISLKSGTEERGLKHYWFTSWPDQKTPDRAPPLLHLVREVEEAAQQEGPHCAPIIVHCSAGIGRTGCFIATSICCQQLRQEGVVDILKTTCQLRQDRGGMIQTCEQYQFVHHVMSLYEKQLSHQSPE
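medium = Bis-Tris buffer pH 6.0, 2.5 mM DTT, 0.005% Tween 20 | test system = STEP (striatal-enriched tyrosine phosphatase) enzyme, cell-free | measure = normalized % inhibition | compound dosing = 20 µM, 1% DMSO | also added = 25 µM OMFP | schedule = reaction 20 min, ambient temperature | measured by = fluorescence read at 480 nm ex / 540 nm em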
MLLE-PAM2 inh: inhibitors of microRNA-mediated deadenylation, human PABP1 MLLE binding. P11940. GST-MLLE / FITC-PAM2 fluorescence polarization. inhibition, % at 20 µM. 360,000 tested, 0.36% active. AID 588489; in the data active = inhibition above about 35%, passing the limit was not always enough;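 also: plate controls were DMSO wells with GST-MLLE for no effect and wells lacking GST-MLLE protein for full effect; some results filed as inactive read as strong as hits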
SUMO1-SIM PPI: alters human SUMO1 binding to SIM partners | SUMO1 binding to a labelled peptide, TR-FRET, 1 h | AID 602429 | 360,000 tested, 0.33% active | inhibition, % at 20 µM; in the data active = inhibition above about 37%
Target sequence (P63165 whole entry, looked up): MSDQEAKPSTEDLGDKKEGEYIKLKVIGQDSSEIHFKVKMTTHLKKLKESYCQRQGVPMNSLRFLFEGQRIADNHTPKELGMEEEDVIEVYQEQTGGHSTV
DNMT1 inh: DNMT1 (human) enzyme inhibition. P26358. DNMT1 molecular beacon, Hinp1I cleavage, fluorescence. inhibition (reported as % activation of signal), % at 10 µM. 360,000 tested, 0.83% active. AID 588458; in the data active = inhibition above about 50%
TbMetRS inhib: Trypanosoma brucei MetRS inhibition | purified T. brucei MetRS, ATP depletion, Kinase-Glo luminescence | inhibition, % at 11.9 µM | 360,000 tested, 0.4% active | AID 624268;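 active = inhibition above a per-plate cutoff of the control wells' mean inhibition plus 3 SD, cut at about 5.5% in these data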;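 also: 0% = DMSO wells median and 100% = median of wells with control inhibitor compound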
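Test system – parasite MetRS enzyme · Reagent – substrates ATP, L-methionine and bulk Escherichia coli tRNA · Doses – 11.9 µM compound single dose, 0.9% DMSO · Times – 15 min enzyme-compound preincubation, 2 h reaction, 10 min detection, 25 °C · Signal – Kinase-Glo luminescence, ATP depletion format · Controls – DMSO-only wells as low control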
LMPTP block: blocks human LMPTP phosphatase; recombinant LMPTP-A, OMFP fluorogenic substrate, fluorescence intensity; inhibition, % at 20 µM; 360,000 tested, 0.22% active;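 active = compounds that cut the enzyme signal by at least half of the control window in the single-dose screen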;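 also: plate controls were DMSO wells with enzyme plus substrate for no effect and substrate without enzyme for full effect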
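Assay system: LMPTP-A enzyme. Input: 0.625 nM LMPTP-A final. Probe or stimulus: 400 µM OMFP. Compound dosing: single 20 µM dose. Schedule: 50 min dark incubation at room temperature. Detection: fluorescence intensity of OMFP turnover product. Read-out: percent inhibition versus substrate-only and uninhibited controls. Benchmarks: no-enzyme low control, uninhibited high control.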
CSN deneddyl inh: CSN deneddylation inhibition; inhibition, % at 12.5 µM; Purified CSN, SCF-Nedd8-OG deneddylation, fluorescence polarization; 360,000 tested, 0.38% active;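 active = pattern-corrected inhibition above about 35%, with an unprinted fluorescence ratio check between 0.5 and 1.5, limit read from the data, passing the limit was not always enough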;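 also: 0% = enzyme with substrate and 100% = substrate without enzyme; some results filed as inactive read as strong as hits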
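assay system = purified human Csn5 enzyme expressed in HEK293T cells | amount = 0.24 nM enzyme | buffer or medium = Tris/NaCl/DTT buffer, pH 7.5 | reagent = 10 nM SCFSkp2-Nedd8OG | compound = one concentration, 12.5 µM, 0.25% DMSO | times = 90 min reaction at room temperature | signal = FP | read-out basis = % inhibition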
Rpn11 inh: inhibitors of human proteasome Rpn11 | O00487 | human 26S proteasome, Ub4-pepOG fluorescence polarization; 20S core pre-blocked with epoxomicin | calls only at 20 µM | 360,000 tested, 0.59% active;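 active = inhibition at 20 µM, scaled to each plate's controls, above about 33%, limit read from the data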
Target sequence (O00487 whole entry, looked up): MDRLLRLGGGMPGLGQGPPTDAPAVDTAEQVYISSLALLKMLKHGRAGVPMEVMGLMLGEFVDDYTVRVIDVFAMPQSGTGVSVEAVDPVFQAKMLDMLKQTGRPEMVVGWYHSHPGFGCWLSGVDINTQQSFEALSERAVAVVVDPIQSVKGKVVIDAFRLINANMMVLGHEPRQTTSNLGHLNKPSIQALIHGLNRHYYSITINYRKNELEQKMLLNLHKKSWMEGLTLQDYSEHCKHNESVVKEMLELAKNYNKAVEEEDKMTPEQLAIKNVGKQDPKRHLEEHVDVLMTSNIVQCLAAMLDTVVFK
Scp1 inh: Scp-1 (human) phosphatase inhibition | Recombinant Scp1, phosphopeptide, malachite green phosphate absorbance | inhibition, % at 20 µM | 340,000 tested, 0.88% active | AID 493091;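 active = inhibition above about 50% at 20 µM, limit read from the data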;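 also: plate controls were DMSO wells with enzyme for no effect and wells lacking enzyme for full effect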
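System: SCP-1 catalytic domain; Reagent: Phospho 17-mer peptide substrate; Doses: one concentration, 20 µM, with 1.0% DMSO; Incubation: 45 min room-temperature reaction, 5 min colour, 30 min stabiliser; Signal: Phosphate-binding colour reagent, absorbance read at 630 nm.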
NadD block: blocks S. aureus nicotinate mononucleotide adenylyltransferase; purified NadD enzyme, colorimetric absorbance read-out; inhibition, % at 20 µM; 360,000 tested, 0.78% active; in the data active = inhibition above about 26%; also: some compounds past the cut are filed as inactive
* hit, by the source's call; i = inactive; x = not tested or not shown.

SMILES	STEP block	MLLE-PAM2 inh	SUMO1-SIM PPI	DNMT1 inh	TbMetRS inhib	LMPTP block	CSN deneddyl inh	Rpn11 inh	Scp1 inh	NadD block
COc1ccc(-c2cc(C(=O)N3CCCCCC3)no2)cc1OC	-0.8	-1.5	-1.0	0.9	-0.6	0.9	-1.3	i	6.2	-6.3
COc1cc(C(=O)NCC(c2ccc(F)cc2)N2CCOCC2)ccc1OCc1ccccc1Cl (stereo not drawn)	0.2	5.1	12.9	-13.5	-0.4	1.1	0.1	i	18.7	-11.9
CCOc1ccc(C(=O)NCC(=O)OCC(=O)c2ccc3c(c2)-c2ccccc2C3)cc1	-0.9	-5.6	-4.0	-4.0	-0.2	-1.0	2.9	i	-9.2	3.8
CCOC1=C2CN(S(=O)(=O)c3ccc(C)cc3)C(c3cccc(Cl)c3)CC2N(S(=O)(=O)c2ccc(C)cc2)C(c2ccncc2)C1 (stereo not drawn)	x	x	-3.9	x	-0.7	5.4	-3.6	x	x	x
COc1ccc(OC)c(CCNC(=O)c2nn(C)c3c2CS(=O)(=O)c2ccccc2-3)c1	-1.8	0.9	0.7	0.7	-0.3	-0.9	4.5	i	-17.1	-5.6
CC1CCc2cccc3c2N1c1cc(C#N)c(C#N)cc1O3 (stereo not drawn)	-0.4	112.3	-8.6	-11.2	-0.2	2.3	7.8	i	-6.5	11.1
Cc1nnsc1Sc1ccccc1	0.4	26.3	-0.7	-0.3	-1.0	0.9	6.9	i	-9.3	-1.2
Cc1[nH]c2ccc(S(N)(=O)=O)cc2c1C	-1.1	-9.6	-3.8	0.3	-0.9	-0.7	7.5	i	1.4	0.5
Cc1noc(C)c1NC(=O)N(C)C[C@H]1Oc2c(NC(=O)C3CC3)cccc2C(=O)N([C@H](C)CO)C[C@@H]1C	-0.5	8.3	8.9	2.8	-0.5	0.1	1.8	i	-0.2	-4.4
CC(=O)C1=NOC2C(=O)N(c3ccc(Cl)cc3)C(=O)C12 (stereo not drawn)	-0.4	4.5	-3.1	-0.5	0.8	-1.3	4.2	i	-4.2	0.4
CNS(=O)(=O)c1cnccc1N1CCN(c2cccc(Cl)c2)CC1	-2.3	-1.6	-4.5	-3.1	-1.7	-1.7	-0.6	i	-5.6	-4.6
Cc1cccc(-n2c(-c3csc(C)c3)n[nH]c2=S)c1	1.3	13.4	-1.0	1.9	-0.7	-1.7	-1.0	i	2.2	1.7
CCC(C)(C)NC(=O)/C=C/c1cccs1	-0.2	3.9	-3.0	1.7	-0.2	-2.0	-4.5	i	-4.9	-2.0
O=C(CN1C(=O)NC2(CCCC2)C1=O)Nc1ccc(F)c([N+](=O)[O-])c1	-4.6	-11.9	-30.2	0.4	0.9	-0.3	0.0	i	-2.8	-2.2
O=c1oc2ccccc2cc1-c1nc2c(s1)CCCC2	-1.4	-1.1	6.5	8.1	0.1	0.4	1.7	i	-4.4	2.1
CCCc1cc(=O)[nH]c(SCC(=O)N2c3ccccc3CC2C)n1 (stereo not drawn)	2.5	14.6	4.2	6.1	-0.2	-0.9	-5.0	i	-3.6	0.2
COCCNC(=O)c1ccc(CN2CCC(Cc3ccccc3)CC2)cc1	-1.2	-14.6	8.6	-0.8	0.7	-2.6	-2.1	i	-8.1	-0.5
O=C(Nc1ccc(NC(=O)c2cccs2)cc1)c1ccc(Br)o1	29.4	18.2	21.8	54.4*	-1.0	42.0	12.7	i	60.9*	2.4
O=C(Nc1nc(-c2cccs2)cs1)c1cccc(S(=O)(=O)N2CCCCC2)c1	-2.9	0.2	7.2	-8.3	0.0	3.6	-2.7	i	-11.7	8.2
O=C(ONC1=NCCCCC1)c1ccc(Cl)cc1	-3.8	10.5	1.0	-0.7	-0.5	0.4	-1.9	i	-10.4	-2.8
CCCC(C)(C)C(=O)N1CCC1(C)C(=O)NS(=O)(=O)c1cccc(Cl)c1 (stereo not drawn)	2.7	3.1	2.7	0.5	-0.4	-2.0	-0.1	i	x	0.5
COc1ccc(C(=O)NCCc2nnc3ccc(SCC(=O)Nc4cc(C)on4)nn23)cc1	0.9	5.3	-2.8	-0.3	-0.9	-0.1	-0.7	i	-2.9	0.7
Cc1ccc(-c2n[nH]c(=O)c3ccccc23)cc1S(=O)(=O)NCCO	1.0	-16.4	-2.8	4.7	0.3	-1.5	1.6	i	-9.4	3.3
Cc1ccc(NC(=O)Nc2nnc(CSCCOc3ccc(Cl)cc3)s2)cc1	3.0	-30.0	0.7	5.0	0.5	-3.4	-10.7	i	-11.7	9.6
Cc1ccc(SCC(=O)O/N=C(\N)c2ccncc2)cc1	-1.1	-1.2	4.4	0.7	-0.1	1.1	3.2	i	-1.8	0.9

Sorted by length of the SMILES (smallest number first): part of the list above.
SMILES	STEP block	MLLE-PAM2 inh	SUMO1-SIM PPI	DNMT1 inh	TbMetRS inhib	LMPTP block	CSN deneddyl inh	Rpn11 inh	Scp1 inh	NadD block
CCCc1cc(=O)[nH]c(SCC(=O)N2c3ccccc3CC2C)n1 (stereo not drawn)	2.5	14.6	4.2	6.1	-0.2	-0.9	-5.0	i	-3.6	0.2
Cc1ccc(NC(=O)Nc2nnc(CSCCOc3ccc(Cl)cc3)s2)cc1	3.0	-30.0	0.7	5.0	0.5	-3.4	-10.7	i	-11.7	9.6
O=C(Nc1nc(-c2cccs2)cs1)c1cccc(S(=O)(=O)N2CCCCC2)c1	-2.9	0.2	7.2	-8.3	0.0	3.6	-2.7	i	-11.7	8.2

Continued.
SMILES	STEP block	MLLE-PAM2 inh	SUMO1-SIM PPI	DNMT1 inh	TbMetRS inhib	LMPTP block	CSN deneddyl inh	Rpn11 inh	Scp1 inh	NadD block
O=C(Cc1cccs1)Nc1nnc(-c2ccncc2)s1	0.7	-4.6	-3.5	5.2	-0.7	0.2	2.0	i	2.3	5.5
COc1ccccc1C(=O)N/C(=C\c1cn(S(=O)(=O)N(C)C)c2ccccc12)C(=O)N1CCCC1	0.3	-4.9	-3.4	-4.7	0.0	1.1	1.6	i	-4.0	10.9
Cn1c(=O)n(C)c2cc(NC(=O)COc3ccc(F)cc3F)ccc21	-0.1	1.8	6.3	12.8	-0.3	-0.3	-1.0	i	-7.7	-1.3
Cc1cc(NC(=O)c2c(-c3c(Cl)cccc3Cl)noc2C)n(C)n1	-1.7	-1.5	-3.7	-3.5	0.0	0.1	2.7	i	-6.6	1.6
COc1ccc(C2(c3ccc(OC)cc3)NC(=O)N(CC(=O)NC3CCS(=O)(=O)C3)C2=O)cc1 (stereo not drawn)	-4.1	-7.0	-2.5	6.2	-0.2	-1.7	0.9	i	-7.2	-0.1
COc1ccc(NC(=O)CN(C)C(=O)c2ccc3[nH]c4c(c3c2)CC(C)CC4)cc1 (stereo not drawn)	4.7	-10.8	-2.9	0.5	-0.9	2.0	-1.1	i	-5.8	3.4
Cc1nc2ccccc2cc1OCc1ccc(Cl)cc1	2.2	-13.9	-0.9	0.5	-0.3	3.9	1.5	i	2.5	-4.2
COc1ccc2[nH]cc(S(=O)(=O)c3ccc(F)cc3)c(=O)c2c1	-1.5	0.8	9.2	-4.7	5.5	-0.9	-1.5	i	3.5	-1.5
COc1ccc(CNC(=O)COC(=O)c2cccn2C)cc1	0.1	-10.1	23.7	10.2	-0.4	0.8	2.4	i	10.6	2.3
CN(CCC#N)C(=S)NC(=O)c1ccc(S(=O)(=O)N2CCOCC2)cc1	-3.0	2.8	-2.0	-0.5	-1.0	-0.9	1.9	i	-0.4	-3.7
O=C(CCC(=O)NC1CCN(Cc2ccccc2)CC1)NCc1ccco1	-0.9	3.4	-3.5	2.2	-0.5	-1.1	0.9	i	-4.7	2.7
CCCSc1ccc(-c2nn(-c3ccccc3)cc2/C=C(/C#N)C(=O)NCCCOC)cc1	-2.2	11.3	-1.9	1.0	0.3	1.7	-0.8	i	-6.5	-4.8
CC(=O)c1cccc(S(=O)(=O)N2CCCC(c3nc(-c4ccc(C)o4)no3)C2)c1 (stereo not drawn)	-0.3	4.9	6.3	-7.3	-0.5	1.5	4.8	i	-1.1	1.9
Cc1ccc2[nH]c3c(=O)n(CCc4cnc[nH]4)cnc3c2c1	1.0	-26.9	-1.2	3.0	0.0	-3.2	1.7	i	-9.6	-4.4
CN(Cc1nc2ccccc2c(=O)[nH]1)C(=O)c1cccc(S(=O)(=O)N2CCCC2)c1	-4.7	0.8	5.6	4.5	0.1	-1.3	0.1	i	-4.9	6.7
NNC(=O)c1ccc(CN2C(=O)c3cccc4cccc2c34)cc1	1.3	-2.9	-17.7	1.2	-0.8	-1.0	-11.6	i	-1.3	17.1
OCCC#Cc1ccc(CN2CCN(Cc3ccccc3)C(CCO)C2)cc1 (stereo not drawn)	-2.7	-4.5	-1.6	-1.6	-0.2	-3.3	0.3	i	-8.0	-3.8
Cc1ccc(C)c(N2CCN(CCCNC(=O)Cn3cccc3C(=O)c3ccccc3)CC2)c1	0.1	-2.6	-2.1	0.2	-1.0	-0.8	9.1	i	-5.4	-0.6
CCN(CC)c1nc(N2CCOCC2)c(C#N)c2c1CN(C)CC2	6.9	7.6	-0.6	0.3	-0.6	0.1	-1.9	i	3.2	-2.1
COc1cc(/C=C(/NC(=O)c2ccccc2)C(=O)N2CCN(C)CC2)c([N+](=O)[O-])cc1OC	2.0	11.6	-14.4	4.9	0.1	-2.2	3.4	i	-2.8	-1.8
COc1cc2c3nc4n(c(=O)c3n(CC(=O)N3CCCC3)c2cc1OC)CCS4	-2.9	5.1	3.6	0.7	-1.2	-1.4	0.6	i	7.0	-1.0
N#Cc1cc[n+](CC(=O)c2ccc(NC(=O)c3ccccc3)cc2)cc1	0.0	-19.5	-26.9	-15.8	-0.4	0.2	5.7	i	-2.7	3.6
CCNc1ccc(C(=O)OCC(=O)NCc2ccc(C)cc2)cc1[N+](=O)[O-]	-2.4	1.5	-4.2	2.6	0.3	-0.8	-0.1	i	-5.3	-1.8
Nc1c(N(Cc2ccccc2)C(=O)COc2cccc(Cl)c2)c(=O)[nH]c(=O)n1Cc1ccccc1	-3.2	-9.2	-0.7	-2.6	-0.3	1.3	-3.7	i	-8.6	3.6
CCN1CCN(CCCNC(=O)C2c3ccccc3C(=O)N(c3ccc(OC)cc3)C2c2ccc(OC)cc2)CC1 (stereo not drawn)	-0.1	-3.0	0.0	2.8	-0.5	-0.9	7.0	i	-14.6	-11.9
